Screens (PubChem BioAssay)
Ecoli viability: bacterial growth inhibition, counter-screen for AddAB inhibitors | E. coli V3065 growth, OD600 absorbance, 18 h | inhibition, % at 11.9 µM | hit rate 0.27% among 330,000;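 active = inhibition above the campaign's mean inhibition across all tested compounds plus 3 SD, cut at about 9.9% in these data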;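 also: uninfected addAB+ strain grown without phage in ampicillin broth; 0% = DMSO wells and 100% = ciprofloxacin 0.95 µg/ml wells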
SUMO Mot1 rescue: inhibitors of SUMOylation pathway: yeast Mot1-301 growth rescue | S. cerevisiae Mot1-301 growth rescue, ATP luminescence, 38.5C; percent above DMSO median, 100 means doubled | growth rescue, % at 18.8 µM | hit rate 1% among 320,000;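 active = every valid replicate shows activation above 250% relative to neutral control wells; inactive = the rest, any valid replicate at or below 250%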;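 also: OY570 slx delta 5 strain wells were the positive control but not used for scaling; some compounds called inactive have numbers as strong as hits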
phage Ecoli inh: E. coli growth loss with phage present; AID 651602; hit rate 0.26% among 360,000; growth absorbance; inhibition, % at 11.9 µM; in the data active = inhibition above about 11%
Tat export inh: blocks Tat-dependent protein export in E. coli. E. coli MC4100 TorA-mCherry Tat export, fluorescence. inhibition, % at 10 µM. hit rate 0.036% among 340,000. AID 488895;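 active = mean replicate inhibition at least 50% and at least half of replicates individually reaching 50%; inconclusive = only one of the two criteria met; inactive = neither criterion met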;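 also: exported cargo escapes ClpAP degradation while cytoplasmic cargo is degraded and loses fluorescence; 0% = median of neutral control wells and 100% = median of NaSCN control wells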
HTR5A ag ctr: HTR5A agonism, opioid heterodimer counter-screen; P47898; HTR5A agonist assay, luminescence, cell-based; activation, % at 9.3 µM; hit rate 0.61% among 340,000; in the data active = activation mostly above about 9.5%, no sharp cut-off; inactive = mostly below about 7.6%;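 also: 0% = cells with vehicle only and 100% = reference agonist; strong numbers were not always called active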
PKA-R1A activ: activators of PKA-R1A complex; activation, % at 11.4 µM; PKA-R1A dissociation, Cy5-IP20 fluorescence polarization; scaled: DMSO 0%, 113 µM cGMP 100%; P00514+P68181; hit rate 0.083% among 340,000;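 active = percent activation above the mean of all tested compounds plus 3 SD, cut at about 19% in these data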;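 also: higher means more PKAc released from R1A so a rise in polarization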
DAGLB inh: diacylglycerol lipase beta (human) inhibition | HEK293T DAGLB membrane lysate, EnzChek fluorogenic substrate | inhibition, % at 5.17 µM | hit rate 0.059% among 340,000 | AID 504411; in the data active = inhibition above about 34%;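 also: 0% = enzyme with vehicle and 100% = wells lacking enzyme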
Target sequence (Q8NCG7 whole entry, looked up): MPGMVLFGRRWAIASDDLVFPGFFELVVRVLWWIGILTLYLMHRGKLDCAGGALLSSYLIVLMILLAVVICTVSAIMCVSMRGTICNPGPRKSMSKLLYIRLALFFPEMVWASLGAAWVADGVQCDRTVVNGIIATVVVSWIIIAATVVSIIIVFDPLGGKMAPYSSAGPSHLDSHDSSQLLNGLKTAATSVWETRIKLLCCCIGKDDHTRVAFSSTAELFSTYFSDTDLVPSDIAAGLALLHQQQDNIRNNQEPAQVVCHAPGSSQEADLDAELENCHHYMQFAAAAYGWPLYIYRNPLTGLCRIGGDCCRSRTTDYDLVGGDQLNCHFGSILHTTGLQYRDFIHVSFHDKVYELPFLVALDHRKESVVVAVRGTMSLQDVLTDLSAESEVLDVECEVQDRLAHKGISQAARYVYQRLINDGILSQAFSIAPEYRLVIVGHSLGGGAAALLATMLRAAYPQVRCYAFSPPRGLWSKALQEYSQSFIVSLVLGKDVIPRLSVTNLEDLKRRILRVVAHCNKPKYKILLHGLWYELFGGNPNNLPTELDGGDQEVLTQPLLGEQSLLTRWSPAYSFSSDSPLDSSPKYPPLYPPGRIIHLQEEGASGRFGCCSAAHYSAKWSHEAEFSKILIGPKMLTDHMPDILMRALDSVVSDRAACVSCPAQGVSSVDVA
HTR5A inv ctr: HTR5A inverse agonism, opioid heterodimer counter-screen; HTR5A cell line, luminescence; inhibition, % at 9.3 µM; hit rate 0.083% among 340,000; P47898; AID 504634; in the data active = inhibition mostly above about 23%, no sharp cut-off; inactive = mostly below about 18%;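 also: 0% = cells with DMSO and 100% = no-cell wells with DMSO; some compounds called inactive have numbers as strong as hits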
AddAB inh: less growth of phage-infected E. coli with AddAB | E. coli expressing H. pylori AddAB, absorbance growth | inhibition, % at 11.9 µM | hit rate 0.29% among 330,000 | AID 435030; in the data active = inhibition above about 12%;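 also: 0% = vehicle wells of infected cells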
CDK5 p35 inh: blocks human CDK5/p35 kinase activity; Q00535+Q15078; Recombinant CDK5/p35, ADP-Glo luminescence, 60 min; inhibition, % at 10 µM; hit rate 0.01% among 330,000;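 active = highest replicate inhibition of at least 50% and at least 75% of replicates reaching 50%; inconclusive = only one of the two criteria met; inactive = both criteria failed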;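 also: plate controls were DMSO neutral control for no effect and GW8510 at 10 µM for full effect; many of its hits are not listed in these tables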
PKA-R2B activ: activates the human PKA-R2B holoenzyme complex | P22694+P31323 | PKA-R2B holoenzyme dissociation, Cy5-IP20 fluorescence polarization; R2B truncated from residue 108, S112A mutant; 0% DMSO only, 100% 113 µM cGMP | activation, % at 11.4 µM | AID 504700 | hit rate 0.079% among 340,000;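 active = activation above a cutoff set at the mean over all compounds plus 3 SD, cut at about 18% in these data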;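 also: higher means more holoenzyme dissociation and a rise in polarization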
Target sequence (P31323 whole entry, looked up, other chains not shown, the tested form may be a part): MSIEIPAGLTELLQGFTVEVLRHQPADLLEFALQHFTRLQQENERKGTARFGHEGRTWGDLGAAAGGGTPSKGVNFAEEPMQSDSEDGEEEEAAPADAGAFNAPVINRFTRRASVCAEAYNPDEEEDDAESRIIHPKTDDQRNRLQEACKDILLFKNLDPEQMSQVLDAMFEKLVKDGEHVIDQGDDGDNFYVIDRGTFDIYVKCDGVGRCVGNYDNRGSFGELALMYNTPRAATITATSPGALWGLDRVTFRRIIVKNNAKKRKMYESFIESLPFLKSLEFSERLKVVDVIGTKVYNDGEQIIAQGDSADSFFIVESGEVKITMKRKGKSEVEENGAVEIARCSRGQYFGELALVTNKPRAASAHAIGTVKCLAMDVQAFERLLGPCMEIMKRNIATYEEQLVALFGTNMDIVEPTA
Active calls of the source: *; ? = inconclusive; / = not tested or not shown.

Start of the data: the first two records (preview)
SMILES	Ecoli viability	SUMO Mot1 rescue	phage Ecoli inh	Tat export inh	HTR5A ag ctr	PKA-R1A activ	DAGLB inh	HTR5A inv ctr	AddAB inh	CDK5 p35 inh	PKA-R2B activ
Cc1ccc(/C=N/Nc2cc(C)nc(NCc3ccccc3)n2)cc1	0.0	5	4.9	-5	0	-2	1	20	0.4	1.7	-8
CCN(CC)S(=O)(=O)c1cc(C(=O)Nc2ccccc2[N+](=O)[O-])ccc1Cl	-2.1	1	2.1	24	-1	4	0	-21	1.8	-0.8	4

The listing, from the first entry:
SMILES	Ecoli viability	SUMO Mot1 rescue	phage Ecoli inh	Tat export inh	HTR5A ag ctr	PKA-R1A activ	DAGLB inh	HTR5A inv ctr	AddAB inh	CDK5 p35 inh	PKA-R2B activ
Cc1ccc(/C=N/Nc2cc(C)nc(NCc3ccccc3)n2)cc1	0.0	5	4.9	-5	0	-2	1	20	0.4	1.7	-8
CCN(CC)S(=O)(=O)c1cc(C(=O)Nc2ccccc2[N+](=O)[O-])ccc1Cl	-2.1	1	2.1	24	-1	4	0	-21	1.8	-0.8	4
CCOc1ccc(Nc2nc3c(c(=O)[nH]2)CCCC3)cc1	-0.4	5	1.6	?	1	-8	-1	12	2.0	-1.3	-13
Cc1ccc(OCC(=O)NCCCNC(=O)c2cccnc2)cc1C	-1.2	4	-3.8	-11	6	3	0	-16	3.2	-0.7	-7
CC[C@H]1C=C[C@@H](C(C(=O)OC)C(=O)OC)CN1C(C)=O	/	/	2.7	3	3	4	1	-11	/	0.9	12
CCN(CC(=O)NC(C)C)C(=O)c1ccc(Cl)cc1	-0.2	32	2.1	6	8	-5	3	-24	4.3	-0.2	1
CCCN1C(=O)c2ccccc2NC1c1ccc(Cl)c(Cl)c1 (stereo not given)	0.2	-5	4.2	-4	3	-11	2	-10	0.7	0.6	-9
CC(C)c1ccc(/C=c2\sc3nc(-c4ccncc4)nn3c2=O)cc1	2.8	18	3.9	-8	-4	2	-1	13	3.6	-1.6	3
O=C(NCCS(=O)(=O)N1CCN(c2ccccc2)CC1)c1ccco1	-0.4	-6	2.3	-5	-3	-7	1	7	-0.4	-4.7	-13
COc1ccc(CCNC(=O)Cn2nnc(C(=O)Nc3ccc(Br)cc3)c2N)cc1OC	-3.2	91	3.2	-2	0	-1	0	0	-1.3	/	-4
O=C(Nc1ccc([N+](=O)[O-])cc1)c1cccc(S(=O)(=O)Nc2cccnc2)c1	-1.2	-12	3.3	-7	2	10	2	-7	1.2	1.5	-9
O=C(Cn1cc([N+](=O)[O-])cn1)NCc1ccc(-n2cccn2)cc1	0.8	1	4.9	-3	-1	3	-1	2	2.5	0.2	0
O=C(NCCc1nc2ccccc2[nH]1)/C(=C/c1ccco1)NC(=O)c1ccco1	-1.6	0	1.9	-5	-1	5	4	12	2.0	-0.9	-3
CCOc1cc(/C=N/NC(=O)c2cccnc2)ccc1OCC(=O)N1CCOCC1	-0.9	-3	-0.1	2	-2	5	-1	7	2.4	-0.8	9
O=C(CCSc1nc(-c2ccco2)cc(C(F)(F)F)n1)NCC1CCCO1 (stereo not given)	1.2	17	-0.1	2	-4	-10	1	10	3.0	-0.3	7
C=CCNC(=O)C(C#N)c1nc2ccccc2nc1N1CCN(Cc2ccccc2)CC1 (stereo not given)	2.0	-15	/	-7	-4	-15	-3	11	-0.2	-2.8	-18
COCC(=O)Nc1ccccc1C(=O)Nc1ccc(OC)cc1	1.3	-11	5.4	-1	-1	-1	0	3	0.0	0.2	-5
Cc1ccc(S(=O)(=O)NNC(=O)c2cccc(O)c2)cc1	-2.5	2	4.1	1	1	11	2	-4	-4.2	1.2	-11
CC(=O)Nc1ccc(S(=O)(=O)NC2CCS(=O)(=O)C2)cc1Cl (stereo not given)	0.0	-2	2.8	8	-2	-12	2	9	3.6	0.2	-6
CC(=O)Nc1ccc(NC(=O)CCn2c(=S)oc3ccccc32)cc1	-0.7	3	4.2	-4	-3	-3	-1	7	1.7	0.0	6
CCS(=O)(=O)Nc1ccc(C2=NN(C(=O)c3ccco3)C(c3ccc(C)cc3)C2)cc1 (stereo not given)	1.5	392	/	0	4	3	5	-21	2.4	-1.8	-4
Cc1cc(C(=O)N2CCC(C(=O)O)CC2)c(C(F)(F)F)o1	-1.8	-27	1.9	-1	0	0	-1	2	-0.4	-0.4	-7
COc1ccc(NC(=O)C(=O)NCCCO)cc1Cl	-0.9	-1	3.9	3	-3	-2	-3	9	3.2	-1.4	3
CCOC(=O)C1CCN(C(=O)CCCOc2ccccc2)CC1	-1.6	-3	1.4	-4	-1	-5	1	-10	0.2	0.1	-6
COC(=O)C1=C(N)OC2=C(C(=O)CC(C)(C)C2)C1c1ccccc1OC (stereo not given)	-1.9	9	1.9	-6	-1	-6	-2	2	-0.6	-1.1	6
COc1ccc(CNc2oc(-c3cccc4ccccc34)nc2C#N)cc1	0.3	-2	3.5	-6	1	-9	-3	-24	1.6	2.0	5
O=C(Nc1ccccc1C(=O)Nc1ccccc1)c1ccccc1F	0.6	17	-0.6	4	2	-6	-6	-7	0.3	-0.3	-12
CCN(CC(=O)Nc1ccccc1OC)C(=O)c1cc(-c2ccccc2)nn1-c1ccccc1	-1.6	13	2.5	5	0	5	-2	6	-2.5	-4.1	1
COc1ccc(CCNC(=O)CC2SC(N)=NC2=O)cc1OC (stereo not given)	-0.4	-3	4.5	-9	1	6	-1	-4	0.7	0.1	-8
COc1ccc(NC(=O)CN(C)C(=O)Cc2coc3cc(C)c(C)cc23)cc1	0.7	-3	2.2	2	7	-8	2	-21	-0.1	0.7	-10
O=C(CNC(=O)c1cccs1)Nc1ccc2c(c1)OCCO2	2.6	0	2.5	8	4	-5	1	29	-0.5	1.0	-13
Clc1ccccc1CSc1ncccn1	2.9	-12	1.9	-10	4	6	-2	4	4.3	0.9	2
O=C(Nc1ccc(-c2nc3ccccc3[nH]2)cc1)c1cccc(N2C(=O)CCC2=O)c1	0.8	-12	0.8	1	2	9	0	8	5.8	-0.4	-5
CCCC(=O)Nc1ccccc1-c1nnc(SC)[nH]c1=O	-2.6	145	2.2	4	6	-7	-2	-18	-0.3	-0.7	-1
Cn1c(C(=O)N2CCN(c3ccc(Cl)cc3)CC2)cc2c(=O)[nH]c3ccccc3c21	0.0	9	3.0	1	3	-12	5	-25	4.3	1.4	-4
S=C1NC[C@H](c2ccccc2)N1CCCCC1CCCCC1	3.1	-2	3.0	4	6	3	-7	-16	4.0	0.8	-2
O=C(/C=C/Nc1cccc(C(F)(F)F)c1)c1ccc(Oc2ncccn2)cc1	2.2	5	2.8	-11	-6	0	2	-17	1.6	-1.1	8
Cc1ccc(NC(=O)N2CCCCCC2)cc1	3.5	5	0.6	-4	4	-2	1	-5	1.7	1.1	-9
COc1cc(C2NC(=O)NC(c3ccccc3)=C2C(C)=O)ccc1OCC#N (stereo not given)	-1.3	129	2.2	-1	0	5	2	-25	-1.6	2.3	-7
CCN1CCN(C(=O)c2ccc(C)c(S(=O)(=O)Nc3cccc(C)c3)c2)CC1	-2.6	-15	2.2	19	3	-4	1	9	-0.9	1.5	9
COc1ccc(-c2csc(-c3cccs3)n2)c(OC)c1	0.2	-12	4.0	-2	-1	-7	-17	3	-1.6	3.1	-5
Nc1ccc([N+](=O)[O-])cc1C(=O)NNC(=O)c1ccco1	0.2	1	1.8	-4	-4	-6	-5	9	0.7	-1.9	3
CSc1cccc(NC(=O)CC2Oc3ccccc3NC2=O)c1 (stereo not given)	-2.3	-13	-0.4	8	1	-4	-2	-5	-2.0	0.5	4
O=C(CC1CCCCC1)Nc1nc2ccccc2s1	-0.6	-7	2.5	0	7	-4	-1	4	-0.3	0.9	-15
Cc1cc(=O)oc(C)c1C(=O)O	0.2	15	2.4	2	-2	1	0	-12	2.1	0.1	-3
O=c1cc(-c2c(F)c(F)c(F)c(F)c2F)oc2ccccc12	-0.8	49	2.8	-1	2	-3	-5	-6	1.8	0.8	-5
O=C(CNC(=O)c1ccc(Br)cc1)NCC(=O)OCC(=O)c1ccccc1	-2.9	7	3.1	-7	7	5	-1	2	1.8	0.1	0
Cc1cc(NCCCn2ccnc2)n2ncc(-c3ccccc3)c2n1	-0.5	7	/	2	6	9	0	12	0.4	-0.5	-2
O=C(NC(Cc1ccccc1)C(=O)NCCc1ccccn1)c1cccs1 (stereo not given)	2.8	-24	-0.5	6	2	-5	-2	-9	1.1	0.0	-1
C=CCN(c1ccccc1)S(=O)(=O)c1cccc(C(=O)Nc2cc(C)ccn2)c1	-0.5	-3	4.1	2	-1	0	-1	2	2.3	-5.3	5
CCCN(CC(=O)Nc1ccccc1C)C(=O)c1ccc(S(=O)(=O)N2CCCCC2)cc1	0.8	2	2.7	4	-2	-4	-2	-17	1.5	-2.6	-3
COc1ccc(C[C@H]2CN3C(=NC[C@@H]3C(C)C)N2CCNC(=O)CCC2CCCCC2)cc1	-2.3	-4	1.7	9	0	6	2	13	2.6	1.1	1
O=C(COC(=O)Cc1c[nH]c2ccccc12)Nc1ccccc1C(F)(F)F	3.1	-1	-1.1	-4	-3	-6	-2	7	1.5	-0.4	-8
Cc1c(Cl)cccc1NC(=S)NCCc1ccc(S(N)(=O)=O)cc1	1.6	-10	3.2	9	-5	1	-3	12	0.1	-4.6	-4
O=C(c1ccc(CNS(=O)(=O)c2ccc(Br)cc2)cc1)N1CCCCCC1	-0.6	187	2.2	-1	2	-12	0	-3	2.0	-0.5	-2
NC(=O)c1c(NC(=O)C2CCCO2)sc2c1CCCC2 (stereo not given)	-0.6	-3	3.7	21	3	2	0	25	4.3	1.0	-13
CCN(C(=O)CCc1nnc2ccc(N3CCC4(CC3)OCCO4)nn12)c1ccccc1	-2.7	2	4.4	1	-1	-1	-3	-6	2.9	-0.6	1
CC(=O)Nc1ccccc1C(=O)N1CCN(c2cccc(C)c2C)CC1	-3.0	-4	2.7	1	3	-13	3	-8	5.8	1.0	12
CC(C)N(C(=O)[C@H]1C[C@H](CC(=O)NCCN2CCOCC2)C(=O)N2CCc3c([nH]c4cc(-c5ccco5)ccc34)[C@]12C)C(C)C	-4.5	/	0.6	5	1	-4	2	-4	-2.0	0.1	-1
O=C(c1cc(-c2cccc(O)c2)on1)N1CCCCCC1	1.3	0	1.9	5	-2	0	-1	-23	3.7	0.7	9
CCN(C1CCCCC1)S(=O)(=O)c1cc2c3c(c1)CCN3C(=O)CC2	1.1	-6	1.9	16	4	-20	0	0	1.1	0.8	-3
COc1ccc(OC)c(NC(=O)CN2C(=O)C3(OCCCO3)c3ccccc32)c1	-1.4	/	3.9	0	5	-8	-4	3	0.7	-0.7	-4
O=C(NCC1CCCO1)c1cc(-c2ccccc2)nc2ccccc12 (stereo not given)	3.0	7	2.1	-1	-1	-12	-1	3	6.7	1.1	5
